ELG1 repair inh: inhibitors of ELG1-dependent DNA repair in HEK293T cells; Potency, µM (top dose mostly 46.1 µM), for inactives: at the top dose activity change, negative = inhibition, hits mostly inhibitors; 330,000 compounds, 2.3% hits; AID 504467; HEK293T ELG1-luciferase reporter, luminescence, 16 h; DNA damage induced by 5-fluorouridine; further: potency means the concentration at half of the fitted maximal effect; on the % scale 0 is the no-effect control and ±100 the full control effect; nearly all actives have a fitted effect of over 55% in size
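Quantitative HTS, concentration-response format. 2,000 cells/well co-treated with 5-fluorouridine and compound, 16 hr in 5% CO2 at 37 °C; ONE-Glo luminescence read after 30 min.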
NPC1 prom act: activates the NPC1 promoter; Huh7 NPC1 promoter luciferase reporter, 24 h; Potency, µM (titrated, usually from 9.22 µM), for inactives: at the highest dose activation, actives largely listed as activators; 320,000 compounds, 2.4% hits;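 further: potency means the concentration at half of the fitted maximal effect; % of control where 0% means no effect; nearly all actives have a fitted effect of over 60% in size; reporter is driven by a mutant NPC1 promoter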
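Luminescence read-out of NPC1 promoter-driven luciferase in stably transfected Huh7 cells; compounds delivered in DMSO and left 24 h at 37C, 5% CO2, qHTS titration format.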
FLuc counter: inhibits or activates purified firefly luciferase, miR-21 counter-screen; P08659; purified FLuc, Km substrates, luminescence inhibition; Potency, µM (doses to about 57.5 µM), for inactives: at the top dose activity change, negative = inhibition, hits mostly inhibitors; 360,000 compounds, 6.9% hits;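 further: potency means the concentration at half of the fitted maximal effect; plate controls were vehicle for no effect and reference inhibitor for full effect; nearly all actives have a fitted effect of over 55% in size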
Target sequence (P08659 whole entry, looked up): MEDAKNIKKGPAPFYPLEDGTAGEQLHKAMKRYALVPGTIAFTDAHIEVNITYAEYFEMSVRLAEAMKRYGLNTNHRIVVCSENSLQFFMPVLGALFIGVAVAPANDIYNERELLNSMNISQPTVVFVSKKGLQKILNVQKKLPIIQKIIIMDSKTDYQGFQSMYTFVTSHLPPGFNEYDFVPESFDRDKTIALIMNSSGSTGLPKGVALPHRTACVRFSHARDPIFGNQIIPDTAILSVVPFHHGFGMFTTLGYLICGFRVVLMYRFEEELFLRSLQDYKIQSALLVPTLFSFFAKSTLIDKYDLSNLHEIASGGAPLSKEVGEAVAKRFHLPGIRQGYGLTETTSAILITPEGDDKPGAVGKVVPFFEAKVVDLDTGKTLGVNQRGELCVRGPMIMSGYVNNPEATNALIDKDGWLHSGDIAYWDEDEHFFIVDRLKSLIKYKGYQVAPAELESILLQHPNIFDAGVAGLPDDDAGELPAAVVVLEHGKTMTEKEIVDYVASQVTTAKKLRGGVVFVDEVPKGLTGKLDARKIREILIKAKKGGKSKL
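Biochemical qHTS of compounds, final roughly 60 µM downward over six points, against 10 nM purified firefly luciferase using Km concentrations of substrates (10 uM D-luciferin, 10 uM ATP) in Tris acetate pH 7.5 buffer; luminescence output.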
Tb PFK block: inhibitors of T. brucei phosphofructokinase. O15648. T. brucei PFK, ADP-Glo luminescence. Potency, µM (highest dose often 57.5 µM), without a hit: at the top dose activity, negative = inhibition, actives largely listed as inhibitors. 330,000 compounds, 0.17% hits. AID 485367;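 further: potency means the concentration at half of the fitted maximal effect; 0% = uninhibited 1x PFK enzyme wells and -100% = no-enzyme wells; nearly all actives have a fitted effect of over 60% in size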
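ADP-Glo luminescence quantified ADP after 45 min at room temperature, with 1.25 nM T. brucei PFK, 0.1 mM ATP and 0.5 mM fructose-6-phosphate in pH 8.0 TEA buffer. qHTS titrations up to 57 µM; curves classified by quality.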
ELG1 genotox: genotoxicity induction in ELG1-luciferase HEK293T cells; HEK293T ELG1-luciferase reporter, luminescence, 16 h; Potency, µM (highest dose often 46 µM), for inactives: at the top dose activity change, positive = activation, usual class: activators; 330,000 compounds, 1.3% hits; AID 504466; further: potency means the concentration at half of the fitted maximal effect; % of control where 0% means no effect; nearly all actives have a fitted effect of over 60% in size
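16 hr compound incubation (37 °C, 5% CO2) of HEK293T cells carrying luciferase-tagged ELG1; luciferase then measured by ONE-Glo luminescence after 30 min at RT.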
BRCA1 expr act: increases BRCA1 expression; MCF7-BRCA1-FFLuc reporter, luminescence, 48 h; response scale: scaled: vehicle 0%, 10 µM genistein 100%; Potency, µM (highest dose often 46.1 µM), for the others: at the highest dose activation, usual class: activators; 380,000 compounds, 1.1% hits; further: potency means the concentration at half of the fitted maximal effect; nearly all actives have a fitted effect of over 80% in size; some results filed as inactive show a strong effect at the top dose
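MCF7-BRCA1-FFLuc, 2000 cells/well; 2 h attach, 37 °C/5% CO2; compound 48 h; luciferase substrate 15 min; luminescence end-point. Norm. to genistein 10 microM max activation and DMSO; concentration-response curves fitted.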
RORgamma inh: blocks mouse ROR gamma transcriptional activity | P51450 | Drosophila S2 Gal4-RORgamma UAS-luciferase reporter, 20 h | Potency, µM (top dose mostly 53.6 µM), for inactives: at the highest dose activity change, negative = inhibition, actives largely listed as inhibitors | 310,000 compounds, 5.4% hits; further: potency means the concentration at half of the fitted maximal effect; on the % scale 0 is the no-effect control and ±100 the full control effect; nearly all actives have a fitted effect of over 60% in size
Target sequence (P51450 whole entry, looked up, the tested form may be a part): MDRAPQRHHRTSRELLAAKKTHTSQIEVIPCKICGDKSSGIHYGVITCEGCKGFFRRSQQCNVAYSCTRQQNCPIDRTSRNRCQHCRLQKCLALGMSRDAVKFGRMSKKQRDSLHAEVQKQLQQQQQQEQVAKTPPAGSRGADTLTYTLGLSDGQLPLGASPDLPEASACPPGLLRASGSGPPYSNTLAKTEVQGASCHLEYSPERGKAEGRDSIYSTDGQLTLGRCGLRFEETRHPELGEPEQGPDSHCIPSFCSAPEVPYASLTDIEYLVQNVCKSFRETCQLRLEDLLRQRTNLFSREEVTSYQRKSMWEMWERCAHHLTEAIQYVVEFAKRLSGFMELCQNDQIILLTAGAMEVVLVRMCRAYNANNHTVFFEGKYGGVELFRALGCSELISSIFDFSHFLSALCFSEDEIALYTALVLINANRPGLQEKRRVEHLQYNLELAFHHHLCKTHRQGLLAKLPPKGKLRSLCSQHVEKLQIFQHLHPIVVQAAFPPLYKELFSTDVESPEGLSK
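A Gal4/UAS one-hybrid system in insect cells: metallothionein-promoter Gal4–ROR gamma fusion plus Photinus luciferase reporter. Copper sulfate 700 uM final, 20 hr ambient incubation, luminescent detection after 10 min with reagent.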
VP16 counter: Gal4-VP16 reporter inhibition counter-screen | 310,000 compounds, 3.5% hits | Drosophila S2 Gal4-VP16 UAS-luciferase, luminescence, 20 h | Potency, µM (doses to about 53.6 µM), inactives show top-dose activity, negative = inhibition, hits mostly inhibitors;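 further: Gal4-VP16 expression switched on by copper sulfate through the metallothionein promoter; potency means the concentration at half of the fitted maximal effect; on the % scale 0 is the no-effect control and ±100 the full control effect; nearly all actives have a fitted effect of over 50% in size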
TRPV1 ag: agonists of human vanilloid receptor 1 (TRPV1); AID 540275; 320,000 compounds, 0.19% hits; activation, % at 8.33 µM; Q8NER1; TRPV1-expressing cells, Fluo-8 calcium influx, agonist mode; in the data active means activation above about 80%; inconclusive means between about 30% and that limit; further: 0% is about no effect
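Cells expressing TRPV1 were dye-loaded with Fluo-8 and read kinetically: 10 s baseline, 3 min after compound (agonist portion), then 2 min after EC20 capsaicin (allosteric enhancer portion). Calcium-bound dye fluorescence at 480/520 nm.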
p53 reactivation: re-activators of mutant p53 | H1299 p53-A138V BP100-luciferase reporter, luminescence, 24 h | Potency, µM (series often up to 92.2 µM), without a hit: top-dose activity change, positive = activation, most hits filed as activators | 320,000 compounds, 0.063% hits; further: potency means the concentration at half of the fitted maximal effect; % of control where 0% means no effect; nearly all actives have a fitted effect of over 45% in size
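H1299 (p53-null), stable ts p53-A138V + BP100-Luc; 1000 cells/well, Opti-MEM/10% FBS; cpd 4 pt, 1:5; 24 h, 37 deg C, 5% CO2; detection reagent 10 min RT; luminescence.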
Rab9 promoter act: activates the Rab9 promoter; 320,000 compounds, 2.8% hits; AID 485297; Potency, µM (series often up to 9.22 µM), without a hit: top-dose activation, negative = inhibition, actives largely listed as activators; Huh7 Rab9 promoter-luciferase reporter, luminescence, 24 h; further: potency means the concentration at half of the fitted maximal effect; % of control where 0% means no effect; nearly all actives have a fitted effect of over 60% in size
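Huh7 cells stably carrying Rab9 promoter–luciferase reporter, plated 1500 cells/well, compound added after 2 h and incubated 24 h at 37 °C; luciferase luminescence then read after 10 min with detection reagent.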
An asterisk follows results filed as active; ? = inconclusive; · = not tested or not shown. Unless noted, the call rests on the fitted dose curve; in most records, active means well fitted curve in the direction sought with a large enough effect; inconclusive means small, poorly fitted or top-dose-only effect, or another doubt; inactive means no such curve, though single readings can be large; an effect the other way counts as inactive or inconclusive.

Under each structure – ELG1 repair inh	NPC1 prom act	FLuc counter	Tb PFK block	ELG1 genotox	BRCA1 expr act	RORgamma inh	VP16 counter	TRPV1 ag	p53 reactivation	Rab9 promoter act
C[C@]12CCC(=O)C=C1C=C[C@@H]1[C@@H]2CC[C@@]2(C)[C@H]1CC[C@@]21CCC(=O)O1
→ -13.8%	1.4%	2.4%	1.2%	-7.4%	-16.2%	16.4%	-6.5%	4.3	-1.9%	-8.2%
O=[N+]([O-])c1cccc(-c2nnc(C34CC5CC(CC(C5)C3)C4)o2)c1
→ -10.0%	-0.1%	4.4%	0.4%	-0.9%	-2.4%	-2.2%	?	4.0	-1.3%	-2.4%
O=C(NC(=S)Nc1ccc(F)c([N+](=O)[O-])c1)c1ccccc1F
→ ?	0.0%	?	-17.4%	11.2%	-9.4%	?	-1.2%	-0.8	6.4%	-4.5%
Cc1cc(C(=O)N(C)CC(=O)Nc2ccccc2C(F)(F)F)c(C)o1
→ -3.4%	0.9%	0.3%	2.7%	-0.6%	1.4%	?	?	-3.7	5.1%	-1.8%
O=C(O)c1ccc(-c2ccc(/C=C3\NC(=O)N(Cc4ccc(Cl)cc4)C3=O)o2)cc1Cl
→ 3.8%	-5.6%	?	-11.0%	1.8%	5.9%	11.4%	-0.4%	1.2	-4.2%	-2.4%
CCCN1CNc2c(c(=O)[nH]c(=S)n2-c2ccc(Cl)cc2)C1
→ -0.4%	0.0%	0.6%	3.3%	?	-17.9%	-1.0%	-3.6%	4.4	7.3%	-14.0%
COc1cc(/C=C(/C(=O)c2cccs2)c2nc3ccccc3[nH]2)cc(OC)c1O
→ ?	13.4%	2.39µM*	-7.0%	-20.5%	-94.2%	?	?	1.0	-12.3%	14.2%
COc1ccc(C(C#N)(CC(=O)O)c2cnccn2)cc1OC (configuration not stated)
→ ?	-3.6%	12.7%	0.0%	-0.7%	13.4%	·	·	-4.1	7.0%	0.9%
Cc1cccc(Cl)c1NC(=S)N1CCN(c2ccc([N+](=O)[O-])cn2)CC1
→ -1.3%	-6.2%	-0.3%	-2.4%	-5.8%	-19.1%	-10.7%	-6.9%	5.5	3.3%	0.2%
O=C(NCc1ccco1)C(Cc1ccccc1)NS(=O)(=O)c1cccc2nsnc12 (configuration not stated)
→ -0.1%	-1.1%	0.6%	-8.3%	0.9%	-28.8%	-0.2%	-1.0%	1.3	4.9%	0.1%
C=CCn1c(CNC(=O)c2cccs2)nnc1SCC(=O)Nc1ccc(C(=O)O)cc1
→ ?	-0.4%	0.9%	-5.3%	-1.7%	0.6%	-4.8%	1.0%	4.2	9.5%	-16.3%
Cc1ccccc1NC(=O)NC1(C(=O)NCCCN2CCOCC2)CCCCC1
→ 7.6%	-3.8%	-0.3%	-0.1%	-3.4%	-2.5%	-18.0%	-2.4%	0.2	-5.6%	-2.6%
Cn1c(=O)[nH]c(=O)c2c1nc(CN(Cc1ccccc1)Cc1ccccc1)n2CCN1CCOCC1
→ -14.0%	1.7%	5.7%	5.9%	-2.6%	-29.3%	13.4%	2.5%	13.6	-4.7%	0.3%
Cn1c(N)c(C(=O)COC(=O)Cc2ccc(Cl)cc2)c(=O)n(C)c1=O
→ -1.8%	-1.6%	5.1%	-1.3%	-0.1%	-28.5%	·	·	4.9	0.4%	-0.8%
Cc1ccc(OCC(=O)O/N=C(\N)c2cccc([N+](=O)[O-])c2)cc1C
→ 14.9%	-3.0%	-20.7%	11.7%	0.2%	-17.4%	-1.7%	1.9%	0.0	4.4%	-3.0%
CC(=O)OCc1ccccc1Sc1ccccc1C(=O)NCc1ccccc1
→ -25.8%	1.6%	0.1%	-0.8%	-7.2%	-5.0%	-0.5%	-11.2%	-1.0	0.1%	15.9%
Cc1ccc(S(=O)(=O)N2CCN(C(=O)c3ccc([N+](=O)[O-])cc3)C2)cc1
→ -4.8%	0.3%	0.7%	0.2%	0.1%	-3.7%	-4.4%	-6.9%	0.3	-2.0%	3.8%
CCN1C(=O)C(CC(=O)Nc2ccc(OC)cc2)N(Cc2ccc(OC)c(OC)c2)C1=S (configuration not stated)
→ -8.3%	-4.7%	0.1%	-5.1%	-3.1%	-2.5%	20.2%	0.2%	-2.4	1.6%	-0.2%
CN(CC(=O)Nc1ccccc1Cl)C(=O)c1cc(-c2cccs2)nn1-c1ccccc1
→ -16.7%	2.2%	4.8%	1.3%	-25.0%	-4.1%	·	·	9.1	1.5%	2.6%
Cc1ccsc1C(=O)N1CC=C(c2ccccc2)CC1
→ 22.9%	11.0%	-12.8%	10.0%	-5.5%	34.0%	·	·	25.6	2.7%	0.6%
CCN(CC)c1ccc(C2NCC(c3ccc([N+](=O)[O-])cc3)O2)cc1 (configuration not stated)
→ -2.3%	-2.1%	-2.9%	-19.5%	-0.8%	-0.3%	35.8%	-0.1%	3.7	14.5%	-2.4%
CC(=O)c1ccc(N(CC(=O)NC2CCCCC2)C(=O)CNC(=O)c2cccs2)cc1
→ 0.7%	-6.4%	-0.8%	0.6%	0.5%	-4.8%	-28.1%	17.7%	5.4	1.6%	-2.8%
CCOc1ccc(CCNC(=O)COC(=O)c2ccncc2)cc1OCC
→ -8.0%	·	·	0.0%	1.1%	3.6%	·	·	·	0.9%	·
Cc1ccccc1NC(=O)NC1CCS(=O)(=O)C1 (configuration not stated)
→ 10.6%	-22.4%	1.8%	-3.6%	-0.6%	-6.0%	1.5%	3.1%	0.6	-1.2%	-4.1%
Cc1cc(C)n2nc(C(=O)OCC(=O)c3ccccc3Cl)nc2n1
→ 0.0%	-2.1%	?	-0.4%	1.5%	6.4%	·	·	-1.3	11.1%	-0.9%
CCCCNC(=O)c1ccccc1SCC(=O)NC1CCCCCCC1
→ 0.5%	-3.1%	-15.4%	-3.4%	-4.9%	-24.9%	·	·	6.2	-2.8%	-1.4%
CC1CCN(c2ccc([N+](=O)[O-])cn2)CC1
→ ?	2.7%	-19.8%	1.5%	-1.5%	1.0%	31.4%	-14.6%	0.3	20.6%	13.3%
NC(=O)CN1C(=O)/C(=c2\sc3nc(=O)c(Cc4ccccc4)nn3c2=O)c2ccccc21
→ 1.8%	-1.5%	?	-6.4%	-0.1%	-18.6%	-20.7%	7.0%	-6.4	-3.1%	-2.6%
C(#Cc1ccc(C#CCN2CCOCC2)cc1)CN1CCOCC1
→ -26.5%	6.6%	-0.2%	-2.7%	-6.2%	1.2%	10.9%	-3.8%	3.5	0.8%	-0.8%
CSc1nnc(NC(=O)c2cc3ccccc3oc2=O)s1
→ ?	5.5%	?	0.3%	?	0.6%	?	14.1%	2.6	12.0%	5.6%

Carrying on.
Under each structure – ELG1 repair inh	NPC1 prom act	FLuc counter	Tb PFK block	ELG1 genotox	BRCA1 expr act	RORgamma inh	VP16 counter	TRPV1 ag	p53 reactivation	Rab9 promoter act
O=C1CSC(c2cn(-c3ccccc3)nc2-c2cc3ccccc3oc2=O)N1Cc1ccccc1 (configuration not stated)
→ 20.6µM*	-3.1%	-0.7%	-0.2%	-1.6%	-77.6%	-1.6%	5.4%	16.8	-2.6%	-8.5%
COc1ccc(/C=C/C(=O)OCC(=O)NCc2ccco2)cc1OC
→ ?	-0.7%	0.4%	?	1.4%	-23.2%	20.6%	-3.5%	0.9	2.7%	2.0%
O=C(CSc1ccc2nnc(-c3cccnc3)n2n1)N1CCc2ccccc21
→ 14.2%	-5.2%	5.5%	0.0%	6.2%	·	-8.1%	-3.9%	-2.7	1.9%	-6.0%
CC(C)CC(=O)Nc1sc2c(c1C(=O)O)CCCCC2
→ 1.3%	-0.4%	?	2.4%	0.1%	17.7%	2.8%	-1.6%	7.1	-2.8%	1.0%

Just FLuc counter, Rab9 promoter act and TRPV1 ag, for 3 of the compounds above:
SMILES	FLuc counter	Rab9 promoter act	TRPV1 ag
COc1ccc(/C=C/C(=O)OCC(=O)NCc2ccco2)cc1OC	0.4%	2.0%	0.9
O=C(CSc1ccc2nnc(-c3cccnc3)n2n1)N1CCc2ccccc21	5.5%	-6.0%	-2.7
CC(C)CC(=O)Nc1sc2c(c1C(=O)O)CCCCC2	?	1.0%	7.1

Compound activity as filed in PubChem.
